# FLuc inh: inhibitors of firefly (Photinus pyralis) luciferase; purified P. pyralis luciferase, luminescence, biochemical; Potency, µM (highest dose often 115 µM), inactives show top-dose activity change, negative = inhibition, usual class: inhibitors; 2.5% of 76,000 active; also: potency is read from the fitted curve at half-maximal effect; nearly all actives have a fitted effect of over 65% in size
# Target sequence (P08659 whole entry, looked up): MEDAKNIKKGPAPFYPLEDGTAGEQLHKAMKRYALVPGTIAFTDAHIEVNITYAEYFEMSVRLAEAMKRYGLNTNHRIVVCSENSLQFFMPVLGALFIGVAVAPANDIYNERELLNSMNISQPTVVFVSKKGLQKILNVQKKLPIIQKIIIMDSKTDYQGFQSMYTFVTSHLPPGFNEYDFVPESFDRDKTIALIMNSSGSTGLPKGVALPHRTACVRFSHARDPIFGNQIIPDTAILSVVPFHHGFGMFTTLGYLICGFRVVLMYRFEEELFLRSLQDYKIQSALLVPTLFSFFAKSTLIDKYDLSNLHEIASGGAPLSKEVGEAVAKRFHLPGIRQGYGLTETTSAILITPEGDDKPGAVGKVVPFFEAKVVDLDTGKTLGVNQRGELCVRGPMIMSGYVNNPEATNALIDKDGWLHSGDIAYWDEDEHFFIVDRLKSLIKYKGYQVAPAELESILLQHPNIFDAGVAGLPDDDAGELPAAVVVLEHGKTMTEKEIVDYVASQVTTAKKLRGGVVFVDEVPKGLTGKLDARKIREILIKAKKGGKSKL
#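 Luminescence read by CCD imaging after purified firefly luciferase (10nM final) was added to substrate buffer holding 10uM D-luciferin and 10uM ATP, pH 7.5, pre-dosed with compound.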
# NIH3T3 tox: cytotoxic compounds in NIH 3T3 cells; NIH 3T3 viability, CellTiter-Glo ATP luminescence, 48-72 h; Potency, µM (highest dose often 96.7 µM), inactives show at the top dose activity change, negative = cytotoxicity, usual class: inhibitors; 4.3% of 94,000 active; also: potency is read from the fitted curve at half-maximal effect; nearly all actives have a fitted effect of over 55% in size
#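 Mouse fibroblast NIH 3T3 cells, 400 per well, received compound via pintool and were incubated for 48 or 72 hr prior to CellTiter-Glo ATP luminescence measurement.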
# IP6K1 inh: blocks human inositol hexakisphosphate kinase 1; Q92551; IP6K1 kinase, ADP-Glo luminescence, 2 h; active compounds read low; activity change, % (series mostly up to about 58 µM); 0.81% of 140,000 active; AID 1645851; in the data active = activity change below about -25%
# Target sequence (Q92551 whole entry, looked up): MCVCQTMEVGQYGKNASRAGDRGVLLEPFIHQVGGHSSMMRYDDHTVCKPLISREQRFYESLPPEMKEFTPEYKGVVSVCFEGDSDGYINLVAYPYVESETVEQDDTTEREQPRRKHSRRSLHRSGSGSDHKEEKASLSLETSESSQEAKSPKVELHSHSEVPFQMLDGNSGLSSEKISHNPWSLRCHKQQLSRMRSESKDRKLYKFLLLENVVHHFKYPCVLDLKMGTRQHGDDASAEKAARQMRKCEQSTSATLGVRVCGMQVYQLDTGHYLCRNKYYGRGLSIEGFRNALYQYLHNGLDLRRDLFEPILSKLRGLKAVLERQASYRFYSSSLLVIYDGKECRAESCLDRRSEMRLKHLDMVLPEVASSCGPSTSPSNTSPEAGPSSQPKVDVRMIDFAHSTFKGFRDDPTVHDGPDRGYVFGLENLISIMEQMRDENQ
#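 ADP-Glo luminescence measures ADP made by human IP6K1 during a 2 h RT reaction with ATP/IP6 (mix at 1.3 mM/130 uM); top library doses 57.5 and 19.1 uM final.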
# SNCA expr inhib: SNCA gene expression inhibition | HEK-293 SNCA-luciferase knock-in, luminescence, 24 h | Potency, µM (doses to about 57.2 µM), for the others: at the top dose activity change, negative = inhibition, actives largely listed as inhibitors | 0.17% of 140,000 active | AID 1671194;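 also: potency is read from the fitted curve at half-maximal effect; plate controls were DMSO cells for no effect and cell-free wells for full effect; nearly all actives have a fitted effect of over 45% in size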
# HEK cytotox: kills HEK 293 cells | 6.6% of 94,000 active | Potency, µM (top dose mostly 115 µM), inactives show top-dose activity change, negative = cytotoxicity, actives largely listed as inhibitors | HEK 293 viability, ATP luminescence (CellTiter-Glo), 48-72 h; also: potency is read from the fitted curve at half-maximal effect; nearly all actives have a fitted effect of over 60% in size
#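 ATP-coupled CellTiter-Glo luminescence served as viability read-out, recorded 10 min after reagent addition at room temperature. HEK 293 cells, 250 cells/well, had been incubated with pintool-transferred compound for 48 or 72 hr at 37 degree Celsius.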
# GPT2 inhibitor: GPT2 alanine aminotransferase inhibition | Q8TD30 | Potency, µM (doses to about 57.7 µM), without a hit: top-dose activity change, negative = inhibition, most hits filed as inhibitors | 0.25% of 100,000 active | Recombinant GPT2, coupled pyruvate oxidase/HRP Amplex Red fluorescence; also: potency is read from the fitted curve at half-maximal effect; nearly all actives have a fitted effect of over 60% in size; many of its hits are not listed in these tables
#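 Fluorescence read-out: pyruvate from GPT2 turnover coupled to pyruvate oxidase, HRP and Amplex Red (0.2mM ThPP, 0.2U/mL PO and HRP, 50uM Amplex final). Substrates 250uM a-KG, 2mM L-alanine; enzyme 10ng/uL; 30 min RT.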
# HEK293 viab: cell viability loss counter-screen; Potency, µM (series often up to 57.1 µM), for the others: at the top dose activity change, negative = cytotoxicity, hits mostly cytotoxic; 0.12% of 150,000 active; HEK-293-SNCA-luc viability, GF-AFC fluorescence, 24 h;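 also: potency is read from the fitted curve at half-maximal effect; 0% = DMSO-treated cells and -100% = medium-only wells without cells; nearly all actives have a fitted effect of over 30% in size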
#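 Cytotoxicity counterscreen: after 24 h compound treatment of genome-edited SNCA-luciferase HEK-293 cells, live-cell protease substrate GF-AFC read by fluorescence after 30 min; activity scaled between DMSO (0%) and medium-only (-100%), curves Hill-fitted.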
# Numbers without * were called inactive; i = inactive; ? = inconclusive; / = not tested or not shown; [ ] = another dose, or the depositor's remark. Unless noted, calls follow the shape of the dose curve; as a rule, active = well fitted curve in the direction sought with a large enough effect; inconclusive = small, poorly fitted or top-dose-only effect, or another doubt; inactive = no such curve, though single readings can be large; an effect the other way counts as inactive or inconclusive. Unless noted, % is scaled to controls: 0 for no effect and ±100 for the full control effect. Only part of the results is shown; rates above refer to the full screens.
# Start of the listing, in advance (9 entries):
SMILES,FLuc inh,NIH3T3 tox,IP6K1 inh,SNCA expr inhib,HEK cytotox,GPT2 inhibitor,HEK293 viab
O=C(NC1CCNCC1)c1cc(C2CC2)nc2c1c(C1CCCN1)nn2-c1ccccc1 (stereo not drawn),/,22µM*,-1,7%,45µM*,i,-26%
O=C1NC(=NC2CCCCC2)C2(CCN(CC3CCCCC3)C2)N1c1cccnc1 (stereo not drawn),/,?,-4,-28%,?,i,-12%
O=C(Cn1nc(C(F)(F)F)c2c1CCCC2)Nc1ccc(Br)cc1,/,/,-8,-19%,/,/,-5%
C=CCCCCCCCCC(=O)O,/,/,15,-51%[25.6 µM],/,i,-3%[23.9 µM]
COc1cccc(N2CCN(C(=O)C3CCN(S(=O)(=O)c4ccc5c(c4)oc(=O)n5C)CC3)CC2)c1,/,/,-12,4%,/,/,7%
COc1cc(C2c3c(oc4ccccc4c3=O)C(=O)N2Cc2ccccc2Cl)ccc1O (stereo not drawn),/,/,-4,6%,/,/,3%
CCCCN(CCCC)S(=O)(=O)c1ccc2oc(C(=O)NCc3ccccc3)c(C)c2c1,/,/,-5,15%,/,/,13%
COc1ccc(-c2nc(-c3c(C)noc3C)cc3c2cc(C)n3C)cn1,0%[172 µM],?,-21,21%[87.6 µM],?,?,1%[87.6 µM]
CNC(=O)c1cccc(S(=O)(=O)N2CCC3(CCCNC3)C2)c1 (stereo not drawn),7%,-4%,-11,25%,i,i,3%

# The whole of this part, previewed entries included:
SMILES,FLuc inh,NIH3T3 tox,IP6K1 inh,SNCA expr inhib,HEK cytotox,GPT2 inhibitor,HEK293 viab
O=C(NC1CCNCC1)c1cc(C2CC2)nc2c1c(C1CCCN1)nn2-c1ccccc1 (stereo not drawn),/,22µM*,-1,7%,45µM*,i,-26%
O=C1NC(=NC2CCCCC2)C2(CCN(CC3CCCCC3)C2)N1c1cccnc1 (stereo not drawn),/,?,-4,-28%,?,i,-12%
O=C(Cn1nc(C(F)(F)F)c2c1CCCC2)Nc1ccc(Br)cc1,/,/,-8,-19%,/,/,-5%
C=CCCCCCCCCC(=O)O,/,/,15,-51%[25.6 µM],/,i,-3%[23.9 µM]
COc1cccc(N2CCN(C(=O)C3CCN(S(=O)(=O)c4ccc5c(c4)oc(=O)n5C)CC3)CC2)c1,/,/,-12,4%,/,/,7%
COc1cc(C2c3c(oc4ccccc4c3=O)C(=O)N2Cc2ccccc2Cl)ccc1O (stereo not drawn),/,/,-4,6%,/,/,3%
CCCCN(CCCC)S(=O)(=O)c1ccc2oc(C(=O)NCc3ccccc3)c(C)c2c1,/,/,-5,15%,/,/,13%
COc1ccc(-c2nc(-c3c(C)noc3C)cc3c2cc(C)n3C)cn1,0%[172 µM],?,-21,21%[87.6 µM],?,?,1%[87.6 µM]
CNC(=O)c1cccc(S(=O)(=O)N2CCC3(CCCNC3)C2)c1 (stereo not drawn),7%,-4%,-11,25%,i,i,3%
CCn1nccc1C(=O)NCCC1CCN(C(=O)Nc2ccc(C)cc2)CC1,?,-13%,10,81%[activator],-11%,-6%,10%
CCCNC(=O)N(C1CCOCC1)C1CCN(C(=O)c2ccc3ccccc3n2)CC1,-3%,5%,12,10%,-23%,-8%,-6%
CCN(CC)S(=O)(=O)c1cc(-c2ccc(=O)n(C(C)C(=O)Nc3cccc(C#N)c3)n2)ccc1C (stereo not drawn),/,/,-1,-11%,/,/,-2%
O=C(CSc1cn(CC(=O)N2CCCC2)c2ccccc12)Nc1ccccc1C(F)(F)F,/,/,6,-13%,/,/,-6%
COCC1CN(C(C)=O)CC12CCN(Cc1cccc(C(F)(F)F)c1)CC2 (stereo not drawn),8%,-8%,15,-18%,?,i,1%
COCC(=O)NC1CCC12CCN(C(=O)Cc1cccc(F)c1)CC2 (stereo not drawn),6%,-11%,9,11%,?,i,-3%
CCN1C(=O)COC[C@@H]1[C@H](O)c1ccc(NC(=O)c2cccs2)cc1,-23%[172 µM],-10%[174 µM],-5,4%[87.6 µM],-5%[172 µM],-2%[88.5 µM],0%[87.6 µM]
COc1cccc(Cn2c(CNC(=O)Cc3cccc(C)c3)nc3cccnc32)c1,/,/,0,23%,/,/,-26%
CN(C)CCC(CSc1ccccc1)Nc1ccc(S(=O)(=O)NC(=O)c2ccc(N3CCN(Cc4ccccc4-c4ccc(Cl)cc4)CC3)cc2)cc1[N+](=O)[O-] (stereo not drawn),/,/,-15,/,/,0%,-9%
COc1ccc(NC(=O)C(C(C)C)N2Cc3ccccc3C2=O)cc1 (stereo not drawn),/,/,-1,-22%,/,/,-28%
COc1ccc(Cn2cc(C(=O)c3ccc(F)cc3)c(=O)c3cc4c(cc32)OCCO4)cc1,/,/,-14,-22%,/,/,-4%

# Retrieved one by one from above:
SMILES,FLuc inh,NIH3T3 tox,IP6K1 inh,SNCA expr inhib,HEK cytotox,GPT2 inhibitor,HEK293 viab
COc1cccc(Cn2c(CNC(=O)Cc3cccc(C)c3)nc3cccnc32)c1,/,/,0,23%,/,/,-26%
CCN(CC)S(=O)(=O)c1cc(-c2ccc(=O)n(C(C)C(=O)Nc3cccc(C#N)c3)n2)ccc1C (stereo not drawn),/,/,-1,-11%,/,/,-2%

# (more compounds)
SMILES,FLuc inh,NIH3T3 tox,IP6K1 inh,SNCA expr inhib,HEK cytotox,GPT2 inhibitor,HEK293 viab
O=C1CCCN1CC1CCN(C(=O)c2ccc(N3CCC(O)CC3)nc2)CC1,1%,i,-8,-16%,5%,i,-5%
Cc1cccc(Nc2nnc(-c3ccc(C)c(S(=O)(=O)N4CCN(C)CC4)c3)c3ccccc23)c1,/,/,4,?,/,/,?
COCCN1C(=O)N(C2Cc3ccccc3C2)C(=O)C12CCN(Cc1ccc(CO)o1)CC2,0%,5%,5,-15%,6%,i,3%
COc1cccc(C(=O)N(C)Cc2cccc(C(F)(F)F)c2)c1,1%[172 µM],?,-8,6%[87.6 µM],89µM*,-15%[88.5 µM],-3%[87.6 µM]
COc1ccc(C(=O)NCC(c2cccnc2)N2CCc3ccccc3C2)cc1 (stereo not drawn),/,/,-3,30%[activator],/,/,?
CCOC(=O)c1c(C)[nH]c(C)c1S(=O)(=O)N1CCCC(C(=O)N2CCN(c3ccccc3)CC2)C1 (stereo not drawn),/,/,30,-24%,/,/,9%
CCc1cccc(NC(=O)Cn2c(=O)n(Cc3ccccc3)c(=O)c3c2c2cc(OC)ccc2n3C)c1,/,/,19,?,/,/,-6%
COc1ccccc1N1CCN(C(=O)CN2C(=O)NC(c3ccc(Cl)cc3)C3=C2COC3=O)CC1 (stereo not drawn),-6%,?,0,1%,?,i,-2%
CCn1ccc2cc(S(=O)(=O)N3CCC(C(=O)NCc4ccc(OC)cc4)CC3)ccc21,/,/,-11,-13%,/,/,20%
CC1=NS(=O)(=O)N(Cc2cccc(C)c2)C=C1C(=O)O,-8%,i,8,-2%,13%,1%,12%
O=c1[nH]c(C2CCCN([S+](=O)([O-])c3cccc(C(F)(F)F)c3)C2)nn1-c1ccccn1 (stereo not drawn),/,?,-2,4%,?,-17%,18%
O=C(CSc1nccn1Cc1ccc(Cl)cc1)NCc1ccccc1,/,/,-2,-14%,/,/,-6%
CCOc1cccc(CNC(=O)c2ccc(N3CCCC3)c(NC(=O)NCc3ccccc3)c2)c1,/,/,3,?,/,/,-2%
O=C1NC2(CCN(Cc3ccc(F)cc3)CC2)Oc2ccccc21,-2%[172 µM],?,3,-17%[87.6 µM],?,i,5%[87.6 µM]
COc1ccccc1CNC(=O)C1CCN(C(=O)c2ncn3c2COC(c2ccc(F)cc2)C3)CC1 (stereo not drawn),?,i,0,-11%,-3%,-5%,0%
COc1ccc2c(c1)CCc1c-2n[nH]c1C(=O)N1CCc2c(nc3cc(-c4ccccc4)[nH]n3c2=O)C1,?,-14%,-2,7%,-8%,i,6%
Cn1nc(C2CCN(C(=O)Nc3ccccc3)CC2)[nH]c1=O,-9%[172 µM],-14%[138 µM],6,-12%[87.6 µM],-11%[172 µM],-22%[88.5 µM],4%[87.6 µM]
O=C(COc1ccccc1)Nc1cccc(-c2cn3cccnc3n2)c1,/,/,17,80%[activator],/,/,-5%
COc1ccc(-c2ccnc(-c3nnc(C)n3CCN(C)C)c2)cc1OC,8%[172 µM],25µM*,-6,-9%[87.6 µM],-17%[172 µM],-6%[88.5 µM],-1%[87.6 µM]
Cc1oc2c(c1C(=O)N1CCN(C3CCCC3)CC1)CN(Cc1cccc(F)c1)CC2,-7%,-24%,2,1%,?,i,-11%
O=C(O)C1=NOC2CN(C(=O)c3ccc4c(c3)OCO4)CC12 (stereo not drawn),/,-2%,14,-20%,i,3%,3%
COc1ccccc1N1CCN(C(=O)CSc2nc3ccccc3nc2Cc2ccc(C)cc2)CC1,/,/,7,5%,/,/,-2%
CCNc1cc(N2CCC(CCC(=O)N3CCN(c4cccc(OC)c4)CC3)CC2)ncn1,-18%,?,22,?,35µM*,i,-8%
CCc1cccc(NC(=O)CCN2C(=O)c3ccccc3Sc3ncccc32)c1,/,/,-9,7%,/,/,-17%
O=C1c2cccnc2OC2(CCCC2)CN1Cc1ccc2c(c1)OCO2,/,?,-12,4%[25.6 µM],-26%[57.5 µM],i,?
O=C1CCC(C(=O)N2CCCn3ccnc3C2c2ccccc2)=NN1 (stereo not drawn),-10%,-2%,-1,0%,-12%,-4%,8%
CC(C)CCNC(=O)c1cnc2n1CCN(Cc1c[nH]c3ccccc13)CC2,-3%[172 µM],?,-4,-1%[87.6 µM],-27%[172 µM],-2%[88.5 µM],5%[87.6 µM]
COCCC1(NS(C)(=O)=O)CCN(C(=O)Nc2ccc3c(c2)OCCO3)CC1,-5%,-3%,-2,4%,2%,i,-6%
O=C(NCCNC(=O)c1ccc(-c2cncnc2)cc1)c1ccc(F)cc1,/,-20%,-4,/,-4%,/,/
COc1ccc(N2CCC(NC(=O)c3ccc4nc[nH]c4c3)C2=O)cc1 (stereo not drawn),3%,i,-7,26%,1%,i,-11%
CN(C)S(=O)(=O)N1CCC(N2C(=O)C(OCC3CC3)C23CCCCC3)CC1 (stereo not drawn),-1%,4%,2,6%,1%,-13%,-2%
O=C(NC1CCCC1)NC1CCCN(Cc2ccc(-c3cncnc3)cc2)C1 (stereo not drawn),/,-26%,18,-1%,?,-18%,5%[12.5 µM]
CNC(=O)c1cc(C2CC2)nc2c1c(C1CCCN1C(=O)c1ccc(Cl)nc1)nn2C (stereo not drawn),/,-24%,2,/,0%,/,/
Cn1nc(-c2ccccc2)c(-c2ccccc2)c(C(=O)Nc2ccccc2C(N)=O)c1=O,/,/,43,-14%,/,/,6%
CC(C)N1CCc2nc(SCC(=O)Nc3cccc(F)c3)[nH]c(=O)c2C1,/,/,-1,9%,/,/,-8%
CCC(C)NC(=O)CCc1c(C)nc2nc(-c3cc(OC)cc(OC)c3)nn2c1C (stereo not drawn),/,/,13,-5%,/,/,-8%
CCOc1ccccc1N(CC)C(=O)Cn1ncc2c1-c1ccccc1OC2,/,/,13,?,/,/,-8%
COc1ccc(CCNC(=O)c2ccc3c(c2)ncn3-c2ccc(C)cc2C)cc1OC,/,/,24,-8%,/,/,3%

# High-throughput results from PubChem.
